# Screens from PubChem.
# GLS inh: glutaminase GLS (human) inhibition; O94925; GLS enzymatic activity, qHTS titration; Potency, µM (highest dose often 45.5 µM), for the others: top-dose activity change, negative = inhibition, usual class: inhibitors; 0.21% of 410,000 active; AID 624170; note: potency is the fitted concentration of half-maximal effect; % is set by controls: 0 for no effect and ±100 for the full control effect
#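 Compounds were pin-transferred onto hKGA, after which L-glutamine (1 mM solution) and a detection mix of glutamate oxidase, HRP and Amplex Red were added. Initial and 30 min RT fluorescence reads were collected.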
# ALOX12 inh: inhibitors of human 12S-lipoxygenase ALOX12; purified 12hLO, xylenol orange hydroperoxide absorbance; Potency, µM (doses to about 108 µM), for inactives: at the highest dose activity change, negative = inhibition, hits mostly inhibitors; 1.1% of 580,000 active; AID 1671190; note: potency is the fitted concentration of half-maximal effect; % is set by controls: 0 for no effect and ±100 for the full control effect
#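 Hydroperoxide product was detected by ferrous iron/xylenol orange as the 573 to 405 nm absorbance ratio. Arachidonic acid at 40 uM (final) was turned over for 30 min at room temperature by 150 nM human 12hLO, pH 7.0 Hepes buffer, after 15 min compound preincubation.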
# G9a block: G9a (human) methyltransferase inhibition; Q96KQ7; G9a H3K9 monomethylation, AlphaScreen, 2 h; Potency, µM (top dose mostly 102 µM), inactives show top-dose activity, negative = inhibition, hits mostly inhibitors; 8.8% of 350,000 active; AID 504332; note: potency is the fitted concentration of half-maximal effect; % is set by controls: 0 for no effect and ±100 for the full control effect; nearly all actives have a fitted effect of over 75% in size
#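 AlphaScreen read-out: biotin-H3K9 peptide (500 nM) methylation by 20 nM enzyme with 20 uM SAM, 2 h at room temperature after 15 min compound preincubation; anti-monomethyl H3K9 antibody plus donor/acceptor beads, 10 min dark.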
# BAZ2B block: inhibitors of human BAZ2B bromodomain; AlphaScreen BAZ2B-H3K14Ac peptide displacement; Potency, µM (highest dose often 114 µM), inactives show at the highest dose activity change, negative = inhibition, hits mostly inhibitors; 4.4% of 360,000 active; AID 504333; note: potency is the fitted concentration of half-maximal effect; % is set by controls: 0 for no effect and ±100 for the full control effect; nearly all actives have a fitted effect of over 60% in size
# Target sequence (Q9UIF8 whole entry, looked up): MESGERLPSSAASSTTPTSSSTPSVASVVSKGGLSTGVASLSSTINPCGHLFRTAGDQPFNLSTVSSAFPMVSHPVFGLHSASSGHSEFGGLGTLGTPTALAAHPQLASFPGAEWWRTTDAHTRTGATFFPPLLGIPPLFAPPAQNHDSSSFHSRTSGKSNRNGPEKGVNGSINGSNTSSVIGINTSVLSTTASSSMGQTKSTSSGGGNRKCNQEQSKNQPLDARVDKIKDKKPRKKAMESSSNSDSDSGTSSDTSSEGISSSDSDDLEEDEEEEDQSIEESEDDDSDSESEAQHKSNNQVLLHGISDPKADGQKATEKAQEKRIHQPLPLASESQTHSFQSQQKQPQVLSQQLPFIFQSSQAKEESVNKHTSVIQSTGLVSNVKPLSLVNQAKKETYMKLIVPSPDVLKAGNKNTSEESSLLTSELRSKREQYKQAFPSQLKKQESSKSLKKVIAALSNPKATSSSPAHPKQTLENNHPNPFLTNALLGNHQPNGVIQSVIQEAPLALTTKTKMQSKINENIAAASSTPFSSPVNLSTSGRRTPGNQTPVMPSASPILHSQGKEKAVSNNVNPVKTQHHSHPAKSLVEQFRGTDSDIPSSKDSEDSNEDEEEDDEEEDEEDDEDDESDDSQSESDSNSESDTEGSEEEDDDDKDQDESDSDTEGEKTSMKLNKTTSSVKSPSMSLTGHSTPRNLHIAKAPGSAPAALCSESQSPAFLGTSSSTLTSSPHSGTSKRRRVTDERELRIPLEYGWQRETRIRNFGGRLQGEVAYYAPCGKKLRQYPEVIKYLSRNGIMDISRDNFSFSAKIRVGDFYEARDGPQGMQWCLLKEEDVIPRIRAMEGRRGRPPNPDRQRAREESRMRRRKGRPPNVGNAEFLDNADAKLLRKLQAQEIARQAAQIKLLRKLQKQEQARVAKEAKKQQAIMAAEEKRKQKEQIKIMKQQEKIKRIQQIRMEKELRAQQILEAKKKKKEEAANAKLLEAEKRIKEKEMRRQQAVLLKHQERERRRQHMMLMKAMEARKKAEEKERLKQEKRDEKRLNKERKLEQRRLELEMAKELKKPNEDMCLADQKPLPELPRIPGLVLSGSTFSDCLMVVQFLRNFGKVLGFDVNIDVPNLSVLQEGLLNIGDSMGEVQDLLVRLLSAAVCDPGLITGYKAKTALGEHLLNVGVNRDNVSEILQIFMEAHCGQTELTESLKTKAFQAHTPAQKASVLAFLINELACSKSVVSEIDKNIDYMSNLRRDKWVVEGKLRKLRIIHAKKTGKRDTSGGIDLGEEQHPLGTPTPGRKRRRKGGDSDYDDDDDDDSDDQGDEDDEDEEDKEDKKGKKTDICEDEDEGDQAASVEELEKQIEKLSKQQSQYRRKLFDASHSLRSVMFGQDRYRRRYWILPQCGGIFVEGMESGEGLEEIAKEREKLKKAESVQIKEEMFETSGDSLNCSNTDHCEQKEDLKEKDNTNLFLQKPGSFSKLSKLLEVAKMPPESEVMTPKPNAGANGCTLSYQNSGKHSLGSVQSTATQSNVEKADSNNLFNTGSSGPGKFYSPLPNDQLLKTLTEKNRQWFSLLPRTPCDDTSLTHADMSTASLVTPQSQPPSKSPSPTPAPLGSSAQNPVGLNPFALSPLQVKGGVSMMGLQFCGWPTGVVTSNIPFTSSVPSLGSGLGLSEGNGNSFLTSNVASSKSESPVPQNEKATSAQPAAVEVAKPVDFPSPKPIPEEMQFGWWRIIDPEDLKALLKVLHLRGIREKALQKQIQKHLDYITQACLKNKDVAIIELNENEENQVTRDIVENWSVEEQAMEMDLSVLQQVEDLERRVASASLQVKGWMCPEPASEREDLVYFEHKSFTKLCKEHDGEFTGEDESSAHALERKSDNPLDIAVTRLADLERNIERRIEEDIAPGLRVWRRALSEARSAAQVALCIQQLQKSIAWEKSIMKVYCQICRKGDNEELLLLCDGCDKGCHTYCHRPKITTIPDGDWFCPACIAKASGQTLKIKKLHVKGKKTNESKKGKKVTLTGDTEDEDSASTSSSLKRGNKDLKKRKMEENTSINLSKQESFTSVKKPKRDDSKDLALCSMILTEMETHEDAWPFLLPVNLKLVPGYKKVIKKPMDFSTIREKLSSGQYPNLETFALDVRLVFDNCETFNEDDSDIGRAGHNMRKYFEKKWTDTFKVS
#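 Compounds, titrated to a top concentration of 110 uM, were incubated 30 min at room temperature with preformed BAZ2B/acetyl-K14 H3 peptide complex (50 nM each). Proximity signal was measured by AlphaScreen after 20 min with beads.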
# ERG-DNA inh: ERG Ets/DNA interaction inhibition; P11308; fluorescence polarization, His-ERG Ets domain / labelled DNA; Potency, µM (series often up to 76.9 µM), without a hit: at the highest dose FP activity, negative = inhibition, most hits filed as inhibitors; 0.028% of 370,000 active; AID 624246; active = well fitted inhibition curve with a large enough effect in the polarisation, with a control signal flat; inconclusive = small, poorly fitted or top-dose-only effect, or effect the other way, or a change in a side signal; inactive = no such curve, though single readings can be large or run the other way; the % refers to the polarisation;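 note: polarization taken with two DNA probes labelled with fluorescein and Texas red; potency is the fitted concentration of half-maximal effect; % of control where 0% means no effect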
#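 His-tagged ERG Ets domain (1 uM in the protein solution; 300mM KCl, 50mM Tris-HCl, 1mM EDTA, 1mM DTT, pH 7.5) received compound, then a probe mix of 5 nM fluorescein-DNA and 100nM Texas-615-DNA. Fluorescence polarization was read for both dyes.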
# RGS4 inhibitor: inhibitors of human regulator of G protein signaling 4. P49798. Transcreener GDP fluorescence polarization, RGS4-accelerated GTP hydrolysis. Potency, µM (titrated, usually from 114 µM), for the others: top-dose activity change, negative = inhibition, actives largely listed as inhibitors. 0.039% of 390,000 active. AID 504845; note: potency is the fitted concentration of half-maximal effect; % is set by controls: 0 for no effect and ±100 for the full control effect; nearly all actives have a fitted effect of over 75% in size; some results filed as inactive show a strong effect at the top dose
#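 MLSMR compounds (23 nl, pin-transferred) preincubated 10 min at room temperature with a 500nM (2x) first reagent, then RGS4 at 900nM (2x) plus Transcreener GDP mix added; fluorescence polarization (620/688 nm) read before and after 90 min at 30 °C.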
# JMJD2A Tudor: inhibitors of human JMJD2A Tudor domain; 4.4% of 390,000 active; O75164; AlphaScreen JMJD2A-Tudor / H3K4me3 peptide binding; Potency, µM (doses to about 114 µM), inactives show top-dose activity change, negative = inhibition, hits mostly inhibitors; note: potency is the fitted concentration of half-maximal effect; % is set by controls: 0 for no effect and ±100 for the full control effect; nearly all actives have a fitted effect of over 50% in size
# PI4K2A block: blocks human PI4K2A kinase activity. AID 1346378. Q9BTU6. activity change, negative = inhibition, % at 76.9 µM. purified PI4K2A, ADP-Glo luminescence, 1 h; hits give low values. 0.13% of 420,000 active; in the data active = activity change below about -50%; inconclusive = mostly about -30% to -49%;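 note: -100% = wells without enzyme as full effect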
#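 ADP-Glo luminescence measured ADP generated by PI4K2A enzyme (4 ug/mL before mixing) with 1.2 mM PI substrate (pre-mix) and 300 microM ATP (pre-mix). Tris pH7.5 buffer with MgCl2, Triton X-100; 1 h reaction at ambient temperature.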
# HP1b chromo inh: blocks HP1-beta chromodomain binding to methylated histone tails; Potency, µM (series often up to 114 µM), for the others: at the highest dose activity change, negative = inhibition, usual class: inhibitors; AlphaScreen HP1-beta / biotin-H3K9me3 peptide binding; P83916; 0.56% of 390,000 active; note: potency is the fitted concentration of half-maximal effect; nearly all actives have a fitted effect of over 70% in size; inactives centre near 23
#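 AlphaScreen: HP1-beta (50 nM) preformed 30 min with biotin-H3(1-18)K9me3 peptide (50 nM) in PBS pH 7.4, 0.01% Tween-20. Compound added for 30 min at RT, then streptavidin donor/nickel chelate acceptor beads (10 ug/mL) for 30 min.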
# * marks the source's active call; other numbers are inactive results; ? = inconclusive; / = no result given; & = joins results of further samples; [ ] = another dose, or the depositor's remark. Unless noted, calls come from the whole dose curve; as a rule, active = well fitted curve in the direction sought with a large enough effect; inconclusive = small, poorly fitted or top-dose-only effect, or another doubt; inactive = no such curve, though single readings can be large; an effect the other way counts as inactive or inconclusive.
# Every second line gives: GLS inh, ALOX12 inh, G9a block, BAZ2B block, ERG-DNA inh, RGS4 inhibitor, JMJD2A Tudor, PI4K2A block, HP1b chromo inh
O=C(O)c1cc(-c2cccs2)nc2ccc(F)cc12
 : 6%, ?, /, 1%, 12%, 27%, -6%, -7, 32%
Cc1cccc(Cn2cc3c(=O)n(CC(=O)Nc4ccc(C)c(F)c4)nc-3c3cc(F)ccc32)c1
 : 0%, -16%, 3%[59 µM], -3%, 5%, -16%, 3%, -3, 24%
N=C1/C(=C/c2ccc(OC(=O)c3ccco3)cc2)C(=O)N=C2SC=CN12
 : 10%, -2%, -33%, -36%, 19%, -29%, -2%, -5, 28%
Cc1cccc(NC(=O)C2CCN(c3nnc(C)c4c(C)n(-c5ccccc5)nc34)CC2)c1C
 : 4%, -17%, -3%[59 µM], -4%, 3%, 17%, -8%, -4, 9%
O=C(CC1CS(=O)(=O)CC1CC(=O)Oc1ccccc1F)Oc1ccccc1F (stereo unspecified)
 : 17%, -2%, 5%, 5%, 5%, -5%, -9%, 6, 11%
NC(=O)CC(NC(=O)c1ccccc1)c1ccc(NC2CCC2)c([N+](=O)[O-])c1 (stereo unspecified)
 : -5%, -28%, ?, -15%, 2%, 4%, -25%, -4, 2%
COc1ccccc1NC(=O)c1ccc(CS(=O)(=O)c2ccc(C)cc2)cc1
 : -4%, -17%, -25%, -33%, -5%, -18%, 0%, 6, 31%
Cc1ccn2c(c1)nc(=O)c1cc(S(=O)(=O)N3CCOCC3)ccc12
 : 1%, 12%, 3%[59 µM], -3%, 9%, -31%[56.9 µM], -21%, 3, 22%
CC1Cc2ccccc2N1C(=O)CSc1nnc(-c2ccc(S(=O)(=O)N3CCOCC3)cc2)n1C (stereo unspecified)
 : 9%, -21%, -6%[59 µM], 4%, -2%, -3%, -9%, -2, 13%
Cc1cc(OCC(=O)N2CCC(C(N)=O)CC2)c2c(C)c(C)c(=O)oc2c1
 : -3%, /, -3%[12.7 µM], -11%, ?, -12%, -6%, -3, 55%[activator]
COc1ccc(C)cc1NC(=O)c1cc(S(=O)(=O)N2CCC(C)CC2)cn1C
 : 10%, 0%, 10%[59 µM], 1%, -1%, -15%, -4%, 5, 19%[57 µM]
COc1ccc2c3c1O[C@H]1C[C@@H](O)C=C[C@@]31CCN(C)C2
 : 11%&10%, 1%, 28%&14%[59 µM], -15%, -3%, -7%, -14%, -1, 35%
Cc1c(NC(=O)CSc2ccc3ccccc3n2)c(=O)n(-c2ccccc2)n1C
 : 2%, -6%, 19%[12.7 µM], 6%, -4%, -7%, -6%, 2, 26%
COc1ccc(F)cc1S(=O)(=O)Nc1cccc(C(=O)O)c1
 : 0%, -17%, 7%, 2%, -6%, -4%, -10%, 2, 8%
COc1ccccc1CCNC(=O)C(=O)NCCC1CCCCN1S(=O)(=O)c1cccs1 (stereo unspecified)
 : 0%, ?, -9%, 8%, 1%, 8%, -18%, 1, -4%
CCC(C)c1ccc(OCC(=O)NNC(=O)C2CCCCC2)cc1 (stereo unspecified)
 : 8%, -4%, /, -4%, 4%, 16%, -21%, -3, 32%
COCCCNC(=O)/C(C#N)=c1\s/c(=C\c2ccccc2OC(F)F)c(=O)n1CCCOC
 : -19%, -8%, 14%[59 µM], -34%, 9%, 20%, -13%, -1, 33%
O=C(CSc1nnc(CNC(=O)c2ccc(F)cc2)o1)Nc1ccc2c(c1)OCO2
 : 6%, -5%, 26%, -3%, -3%, -38%, -3%, -1, 23%
CCN1C(=O)C(CC(=O)Nc2ccc(OC)cc2)N(Cc2ccc3c(c2)OCO3)C1=S (stereo unspecified)
 : 6%, ?, 11%[59 µM], -38%, -4%, 10%, -6%, -3, 8%
Cc1ccc2[nH]c(C(=O)N3CCN(C(c4ccccc4)c4ccccc4)CC3)cc2c1
 : -6%, -54%, /, -31%, 6%, -15%, -31%, -3, 11%

# Complete entries, looked up by structure.
# `Cc1c(NC(=O)CSc2ccc3ccccc3n2)c(=O)n(-c2ccccc2)n1C` in the list: GLS inh: 2%; ALOX12 inh: -6%; G9a block: 19%[12.7 µM]; BAZ2B block: 6%; ERG-DNA inh: -4%; RGS4 inhibitor: -7%; JMJD2A Tudor: -6%; PI4K2A block: 2; HP1b chromo inh: 26%
# `COc1ccc(F)cc1S(=O)(=O)Nc1cccc(C(=O)O)c1` in the list: GLS inh: 0%; ALOX12 inh: -17%; G9a block: 7%; BAZ2B block: 2%; ERG-DNA inh: -6%; RGS4 inhibitor: -4%; JMJD2A Tudor: -10%; PI4K2A block: 2; HP1b chromo inh: 8%

# Next section.
SMILES	GLS inh	ALOX12 inh	G9a block	BAZ2B block	ERG-DNA inh	RGS4 inhibitor	JMJD2A Tudor	PI4K2A block	HP1b chromo inh
COc1ccc(-c2cc3ccc(O)cc3oc2=O)cc1	11%	?	40%	13%	1%	-39%	16%	-13	44%[activator][57 µM]
NC(=O)Nc1ccc(F)cc1	2%	12%	-11%	?	2%	25%	-3%	6	29%
O=C(Nc1nc2ccccc2n1CCN1CCCCC1)c1ccco1	20%	17%	-10%[59 µM]	?	9%	7%	-26%	1	13%
CCN(CC)c1ccc(/C=C2\CCC(/C=C(\C#N)C(=O)Nc3ccccc3F)=C2N2CCOCC2)cc1	6%	-8%	?	?	68%[activator]	?	?	-3	?
CC(C)(C)n1cnc2cc(NS(=O)(=O)c3ccc(Br)cc3)ccc21	13%	?	?	-6%	-4%	-23%	-16%	0	4%
Cc1noc(C)c1CSCC(=O)Nc1nc2ccc(S(C)(=O)=O)cc2s1	-5%	-18%	?	-1%	7%	-26%	?	-2	37%
O=c1nc2cccc3c2=c(/c1=C(\O)c1ccccc1)c1ccccc1c3=O	-12%	-13%	?	89µM*	6%	-42%	-30%	-2	36%
CC1CN(c2ncnc3c2c(-c2ccccc2)cn3-c2ccc(F)cc2)CC(C)O1 (stereo unspecified)	1%	-26%	-41%	?	1%	-8%	?	5	-5%
O=C(C=Cc1ccco1)c1ccc([N+](=O)[O-])cc1	-18%	?	/	/	-5%	-14%	?	18	?
CCCCCC(=O)Nc1cccc(C2=NOC3(C2)C[C@H](C(N)=O)N(C(=O)COc2ccc(Cl)cc2)C3)c1 (stereo partly specified)	5%	-21%	-7%[12.7 µM]	-19%	-5%	-2%	-31%	-3	13%
CCSc1nnc2c(n1)OC(c1ccc(OC)cc1OC)N(C(C)=O)c1ccccc1-2 (stereo unspecified)	-1%	5%	-35%[59 µM]	-18%	1%	31%	-12%	-2	10%
CC(=O)Nc1ccc(S(=O)(=O)N2CCSC2C(=O)O)cc1 (stereo unspecified)	-4%	0%	-7%	?	/	-17%	-6%	1	33%
CCOc1ccc(N2C(=O)c3[nH]nc(-c4ccccc4)c3C2c2ccc(O)c(OC)c2)cc1 (stereo unspecified)	3%	-24%	1%[59 µM]	-19%	2%	-18%	-25%	0	36%
N#CC1(NC(=O)COC(=O)c2cc([N+](=O)[O-])ccc2N2CCCC2)CCCCC1	-1%	/	?	-32%	2%	14%	?	-2	-20%
COc1cc(-c2nc3ccccc3c(=O)n2N)cc(OC)c1OC	1%	-5%	22%[59 µM]	-17%	1%	-2%	-3%	-1	36%
CSc1ncccc1C(=O)Nc1ccc(S(=O)(=O)NC2=NCCCCC2)cc1	2%	-10%	-8%	-17%	5%	-25%	-6%	-1	47%[activator]
Cc1ccc(-c2nnc(N3CCN(C(=O)COc4cccc(C)c4)CC3)c3ccccc23)cc1	18%	22%	-47%	-32%	-8%	23%	-34%	1	-15%
CCCONC(=O)Nc1ccccc1[N+](=O)[O-]	-5%	0%	-8%	-7%	-7%	-25%	-14%	4	25%
O=C(CSc1cccc[n+]1[O-])Nc1c(Br)cc([N+](=O)[O-])cc1Br	10%	-16%	?	-16%	4%	17%	-10%	-5	27%
CCCSC1=N/C(=C/c2ccsc2)C(=O)N1c1ccccc1	7%	-6%	135%[activator][59 µM]	84%[activator]	51%[activator]	7%	3%	6	19%
CCCOc1cccc(C(=O)Nc2ccc3c(c2)OCCO3)c1	-2%	12%	22%	?	-4%	-12%	-10%	-10	32%
COC(=O)c1c(C)[nH]c(C(=O)OCC(=O)c2c(N)n(CC(C)C)c(=O)n(C)c2=O)c1C	11%	-34%	/	/	11%	-16%	-25%	-3	6%
Cn1c(N)c(C(=O)COc2ccc(C#N)cc2)c(=O)n(C)c1=O	-16%	6%	1%	3%	-7%	-8%	-8%	-2	35%

# This is a subset, so the mix of outcomes need not match the whole.
